Siah-1 displacement = Siah-1 peptide-binding antagonists, primary screen, biochemical, fluorescence polarization, rhodamine-plectin, uHTS (AID 1817) | E3 ubiquitin-protein ligase SIAH1 (Homo sapiens) | Siah-1 / rhodamine-plectin peptide fluorescence polarization; higher % means a stronger effect | displacement, % at 20 µM, or IC50 in µM where a hit was titrated | 0.02% of 290,000 active;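 active = displacement of at least 50% at 20 µM, with a fluorescence ratio check between 0.3 and a set limit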;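 also: plate controls were Siah plus tracer with DMSO for no effect and tracer alone without Siah for full effect; strong numbers were not always called active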
AID2073 = inhibitors of Mint1-CaV2.2 protein interaction, biochemical, HTRF (AID 2073) | Voltage-dependent N-type calcium channel subunit alpha-1B (Homo sapiens) | inhibition, % at 20 µM, or IC50 in µM where a hit was titrated | HTRF protein-protein interaction, Mint1-CaV2.2; higher % means a stronger effect | 0.19% of 290,000 active; in the data active = inhibition mostly above about 51%, no sharp cut-off; inconclusive = no clear call, values can overlap the other calls; inactive = mostly below about 53%; also: some results filed as inactive read as strong as hits
XIAP displacement = XIAP antagonists, biochemical, IAP family, fluorescence polarization (AID 1018); XIAP BIR domain, fluorescence polarization peptide displacement; higher % means a stronger effect; displacement, % at 20 µM, or IC50 in µM where a hit was titrated; 0.007% of 200,000 active; in the data active = displacement above about 50%; also: a part of the inactive calls stands beside numbers as strong as those of hits
CSM14.1 death rescue = rescue of cells from ER stress-induced death, primary screen, 384-well, CSM14.1, thapsigargin, ATP luminescence (AID 1222). cellular ATP content (survival), % at 20 µM, or EC50 in µM where a hit was titrated. CSM14.1 thapsigargin-induced death rescue, ATP luminescence; higher % means a stronger effect. 190,000 tested, under 10 active;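 active = EC50 below 50 µM in the dose-response confirmation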;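 also: death triggered by thapsigargin at about 15 µM added after 2 h compound pretreatment; cell ATP read after overnight thapsigargin exposure of roughly 18 to 22 hours; normalized against plate controls of thapsigargin alone and 5% DMSO vehicle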
P. falciparum M17LAP = P. falciparum M17LAP inhibitors, primary screen, biochemical, fluorogenic H-Leu-NHMec substrate, 1536-well (AID 1619); Leucine aminopeptidase (Plasmodium falciparum (isolate 3D7)); recombinant M17LAP, H-Leu-NHMec fluorogenic kinetic assay; higher % means a stronger effect; one-dose inhibition, % at 30 µM; IC50 in µM for titrated hits; 0.38% of 220,000 active;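 active = compound inhibiting the enzyme by more than half at any dose during confirmatory dose-response retesting; inconclusive = strong single-dose inhibitors picked by rank but not retested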;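 also: plate controls were full reaction with DMSO carrier for no effect and no enzyme background for full effect; strong numbers were not always called active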
M1AAP inhibition = P. falciparum M1AAP inhibitors, biochemical, fluorogenic H-Leu-NHMec substrate, 1536-well (AID 1445); Aminopeptidase N (Plasmodium falciparum (isolate 3D7)); recombinant M1AAP, H-Leu-NHMec fluorogenic kinetic assay; higher % means a stronger effect; inhibition, % at 30 µM; hits with a dose series show IC50 in µM; 0.42% of 220,000 active;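 active = primary inhibition above the hit cutoff, then over 50% inhibition at one or more dose response concentrations, cut at about 23% in these data, passing the limit was not always enough; inconclusive = conflicting primary data, or primary hits not chosen for dose response; inactive = low primary inhibition, or under 50% at every dose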;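 also: plate controls were DMSO full reaction for no effect and no enzyme background for full effect; strong numbers were not always called active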
Lipid droplet = inhibitors of hepatocyte lipid droplet formation, primary screen, imaging, high-throughput imaging, BODIPY stain. inhibition, % at 6.5 µM. 0.4% of 240,000 active. AML12 mouse hepatocytes, oleate lipid droplets;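 active = lipid droplet intensity inhibited by at least 50%, with more than 500 cells counted; inconclusive = wells with under 300 cells, treated as cytotoxic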
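System: AML12 hepatocytes (mouse). Probe or stimulus: oleic acid at 100 µM to induce lipid droplet formation. Times: overnight treatment with compound plus oleate. Detection: Image-based BODIPY and DAPI two-channel analysis. Evaluation: percent inhibition of filter-corrected integrated lipid droplet intensity per well.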
LYP phosphatase = inhibitors of LYP phosphatase, biochemical, fluorescence intensity, uHTS (AID 1779); Tyrosine-protein phosphatase non-receptor type 22 (Homo sapiens); recombinant LYP phosphatase, fluorescence intensity; higher % means a stronger effect; one-dose inhibition, % at 11.5 µM; IC50 in µM for titrated hits; 0.054% of 290,000 active;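 also: plate controls were vehicle with enzyme for no effect and no enzyme for full effect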
NOD2 inhibition = NOD2 signaling inhibitors, cell-based, luminescence, uHTS, HEK293 (AID 1566) | inhibition, % at 4 µM, or EC50 in µM where a hit was titrated | HEK293 NOD2/NF-kB luciferase reporter, luminescence; higher % means a stronger effect | 0.63% of 290,000 active; also: many of its hits are not listed in these tables
Lipid droplet cells 6.5 µM = also measured in Lipid droplet; calls as there; cell count; measured here: cell count, cytotoxicity flag;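 cells counted across two imaged fields per well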
An asterisk follows results filed as active; i = inactive; ? = inconclusive; nt = not tested or not shown; & = joins results of further samples. Rule as the data show it, unless noted: active = inhibition above about 50%; inactive = the rest. Some of the compounds tested; the hit share may differ from the screen's.

item	SMILES	Siah-1 displacement	AID2073	XIAP displacement	CSM14.1 death rescue	P. falciparum M17LAP	M1AAP inhibition	Lipid droplet	Lipid droplet cells 6.5 µM	LYP phosphatase	NOD2 inhibition
1	O=c1c2ccccc2nc(-c2ccoc2)n1-c1ccccc1	-2%	-4%	-3.6%	-0.2%	5%	16%	19	799	-4%	6%
2	CCOc1cc(CN2CCN(C(=O)Cc3ccccc3)CC2)ccc1OC	13%	8%	nt	nt	nt	nt	-2	814	-6%	-5%
3	O=C(Nc1ccccc1)c1c(O)c2c(n(Cc3ccco3)c1=O)CCCC2	-11%	7%	nt	nt	11%	-2%	-24	662	0%	6%
4	O=c1[nH]c(=S)n(C2CC2)c(O)c1C=Nc1cccc(C(F)(F)F)c1	7%	-12%	-4.9%	-1.2%	15%	16%	0	675	-6%	12%
5	NP(=O)(OCCCc1ccccc1)c1ccccc1 (stereo not drawn)	-1%	-1%	nt	nt	nt	nt	-2	783	-8%	-8%
6	CC(C)OC(=O)c1c(N)n(CC2CCCO2)c2nc3ccccc3nc12 (stereo not drawn)	-2%	26%	-2.0%	-3.7%	-287%	14%	6	703	-30%	-7%
7	CN1CCN(c2nc(N)cc(=O)[nH]2)CC1	-3%	1%	nt	nt	3%	-2%	-30	569	-8%	18%
8	COc1ccccc1Oc1c(C)oc2cc(OC(=O)N(C)C)ccc2c1=O	-2%	11%	nt	nt	nt	nt	13	870	-4%	3%
9	CN(C)C1(c2nnnn2-c2ccc(Cl)cc2)CCCCC1	6%	-1%	0.7%	-1.2%	4%	1%	nt	nt	-6%	-14%
10	CCCCC(=O)N/N=C/c1c(O)n(CCC2=CCCCC2)c(=O)[nH]c1=O	-10%	-2%	nt	nt	19%	-14%	0	667	-10%	14%
11	CCCCCCCSc1cc(OC)c(CCNC)cc1OC	-3%	0%	-0.7%	-0.2%	-4%	11%	nt	nt	-5%	2%
12	COc1ccccc1N1CCN(Cc2ccccc2Cl)CC1	3%	3%	2.9%	-0.7%	1%	0%	11	789	-3%	-15%
13	CCOC(=O)c1c(NC(=O)C2C3CCC(O3)C2C(=O)O)sc(C)c1-c1ccc(F)cc1 (stereo not drawn)	-2%	8%	-8.1%	2.6%	8.8µM*	9%	nt	nt	-3%	-6%
14	CCOc1cc(CNCCc2ccccc2F)ccc1OC	-2%	6%	nt	nt	nt	nt	-18	838	-9%	14%
15	N#CC1(c2ccccc2)CCN(C2CC(=O)N(c3ccc4c(c3)OCO4)C2=O)CC1 (stereo not drawn)	-1%	20%	-2.8%	0.3%	-1%	3%	2	736	-2%	-2%
16	Fc1ccc2c(c1)nnn2C1CCN(Cc2nnnn2C2CCCCC2)CC1	2%	-2%	-60%	0.9%	11%	-2%	nt	nt	-9%	3%
17	COc1ccc(CNCCc2cccc(F)c2)c2ccccc12	1%	12%	nt	nt	nt	nt	-65	823	-6%	0%
18	COC(=O)C(c1ccccc1)N1CCCCCC1 (stereo not drawn)	-3%	-1%	2.0%	-3.6%	0%	15%	7	718	-6%	-1%
19	COc1ccc(O)c(CN2CCCC(C(=O)c3sccc3C)C2)c1 (stereo not drawn)	9%	-10%	-7.7%	0.4%	2%	10%	15	743	-6%	16%
20	C/C(=N\N(C)c1ccccc1)c1c(O)[nH]c(=O)[nH]c1=O	-3%	-34%	nt	nt	-2%	1%	-2	627	-5%	-12%
21	O=C1NC(=S)N(c2ccccc2)C(=O)C1C(c1ccncc1)C1C(=O)NC(=S)N(c2ccccc2)C1=O (stereo not drawn)	0%	0%	-3.1%	1.1%	22%	11%	13	669	1%	6%
22	CC1(C)CC(n2[nH]c(=O)c3c2NC(=O)CSC3c2ccccc2)CCO1 (stereo not drawn)	1%	5%	-1.2%	0.2%	0%	0%	nt	nt	-8%	19%
23	CCN(CC)c1ccc(C=C2C(=O)N(C)C(=S)N(C)C2=O)o1	9%	-12%	-3.0%	-1.1%	19%	11%	2	710	-4%	-14%
24	CC(CO)(CO)N=Cc1c(O)n(-c2cccc3ccccc23)c(=O)[nH]c1=O	-2%	-13%	-3.1%	-3.1%	2%	0%	2	782	-10%	4%
25	CNCC1(c2ccccc2)CCCC1	1%	-3%	-3.5%	-0.4%	-2%	7%	nt	nt	-9%	8%
26	COC(=O)C1C=C2c3cccc4[nH]cc(c34)CC2N(C)C1 (stereo not drawn)	i	67%	nt	nt	4%	9%	8	693	-7%	10%
27	CC(C)=CCOc1c2occc2cc2ccc(=O)oc12	19%	-8%	-6.6%	-2.8%	11%	0%	-2	747	-6%	5%
28	CN(C)c1ccc(C(=O)c2ccc(N(C)C)cc2)cc1	3%	15%	-4.2%	-1.1%	3%	10%	4	748	-5%	-70%
29	CC(=O)c1c(C)n(Cc2ccccc2)c2ccc(O)cc12	-1%	-10%	nt	nt	-6%	-3%	10	734	-3%	25%
30	CCCCC(=O)C1C(=O)NC(=O)NC1=O	-2%	0%	-4.5%	-1.4%	9%	2%	nt	nt	-12%	13%

Compound profiles, from the list above:
CC(C)=CCOc1c2occc2cc2ccc(=O)oc12 reads Siah-1 displacement: 19%; AID2073: -8%; XIAP displacement: -6.6%; CSM14.1 death rescue: -2.8%; P. falciparum M17LAP: 11%; M1AAP inhibition: 0%; Lipid droplet: -2; Lipid droplet cells 6.5 µM: 747; LYP phosphatase: -6%; NOD2 inhibition: 5%
CNCC1(c2ccccc2)CCCC1 reads Siah-1 displacement: 1%; AID2073: -3%; XIAP displacement: -3.5%; CSM14.1 death rescue: -0.4%; P. falciparum M17LAP: -2%; M1AAP inhibition: 7%; Lipid droplet: nt; Lipid droplet cells 6.5 µM: nt; LYP phosphatase: -9%; NOD2 inhibition: 8%
O=C1NC(=S)N(c2ccccc2)C(=O)C1C(c1ccncc1)C1C(=O)NC(=S)N(c2ccccc2)C1=O (stereo not drawn) reads Siah-1 displacement: 0%; AID2073: 0%; XIAP displacement: -3.1%; CSM14.1 death rescue: 1.1%; P. falciparum M17LAP: 22%; M1AAP inhibition: 11%; Lipid droplet: 13; Lipid droplet cells 6.5 µM: 669; LYP phosphatase: 1%; NOD2 inhibition: 6%

Additional structures follow:
item	SMILES	Siah-1 displacement	AID2073	XIAP displacement	CSM14.1 death rescue	P. falciparum M17LAP	M1AAP inhibition	Lipid droplet	Lipid droplet cells 6.5 µM	LYP phosphatase	NOD2 inhibition
31	CC12CCC3C(CC=C4CC5(CCC43C)OCCO5)C1CCC2=O (stereo not drawn)	0%	0%	1.3%	-0.7%	-5%	1%	-10	663	7%	-27%
32	Cc1ccc(C2=NC(C)(C)N3C2C3c2ccc([N+](=O)[O-])cc2)cc1 (stereo not drawn)	-1%	5%	-2.8%	-1.9%	-7%	4%	20	774	-3%	-26%
33	COc1cc(C2SCC(=O)Nc3c2c(=O)[nH]n3C2CCCCCC2)cc(OC)c1OC (stereo not drawn)	4%	-5%	0.9%	-0.6%	2%	-9%	nt	nt	-7%	21%
34	Cc1ccccc1N1C(=O)/C(=C/c2ccco2)C(=O)NC1=S	36%	?	nt	nt	nt	nt	-5	819	8%	-16%
35	Cc1ccc(S(=O)(=O)CC(C)(O)C(=O)Nc2cccc(C(F)(F)F)c2)cc1 (stereo not drawn)	6%	10%	0.0%	-2.1%	4%	6%	nt	nt	-4%	8%
36	COc1ccccc1OCCCn1cc(C(=O)c2ccco2)c2ccccc21	-2%	13%	-0.2%	-1.9%	14%	4%	-82	612	6%	-67%
37	C/C(=N\N1CCCCC1c1cccnc1)c1c(O)n(C2CCCCC2)c(=S)[nH]c1=O (stereo not drawn)	-3%	-6%	25%	-1.6%	9%	4%	-8	635	12%	4%
38	CCN(CC)c1ccc(/C=C/[N+](=O)[O-])cc1	6%	1%	-2.8%	-3.0%	4%	8%	-12	644	-1%	11%
39	CC(C)CN1CCN(Cc2c(F)cccc2Cl)CC1CCO (stereo not drawn)	5%	6%	-4.9%	-0.2%	-2%	4%	-5	654	2%	-14%
40	O=C(COC(=O)Cc1ccccc1)Nc1ncc(Cl)cc1Cl	0%	-6%	-3.4%	-0.7%	4%	2%	20	799	-9%	3%

Part of the list above, limited to P. falciparum M17LAP, NOD2 inhibition and AID2073.
cpd	smiles	P. falciparum M17LAP	NOD2 inhibition	AID2073
36	COc1ccccc1OCCCn1cc(C(=O)c2ccco2)c2ccccc21	14%	-67%	13%
39	CC(C)CN1CCN(Cc2c(F)cccc2Cl)CC1CCO (stereo not drawn)	-2%	-14%	6%

Remaining list, next part:
item	SMILES	Siah-1 displacement	AID2073	XIAP displacement	CSM14.1 death rescue	P. falciparum M17LAP	M1AAP inhibition	Lipid droplet	Lipid droplet cells 6.5 µM	LYP phosphatase	NOD2 inhibition
41	CC12CCCCC1=[N+]([O-])CN2O (stereo not drawn)	-4%	8%	-3.9%	nt	22%	-2%	20	699	-2%	-12%
42	C=C1C[C@@H]2[C@H](CC[C@]3(C)C(=O)CC[C@@H]23)[C@@]2(C)C=CC(=O)C=C12	-2%	-12%	-6.8%	5.0%	-4%	0%	-7	624	-5%	0%
43	Cc1cc(C)c(C(=O)CN2CCOCC2)c(C)c1	-2%	-6%	-3.3%	-2.6%	-6%	3%	-6	710	-4%	2%
44	c1cncc(C2Nc3cccc4cccc(c34)N2)c1	68%&102%	41%&73%	nt	nt	-10%	3%	1&1	407&715	-11%&-9%	32%&20%
45	Nc1ccc2cc(Br)ccc2c1	1%	-1%	-3.7%	1.4%	-3%	5%	5	686	1%	-4%
46	C1CCCN(C2CCNCC2)CC1	5%	-5%	nt	nt	nt	nt	1	828	-13%	-9%
47	O=C(c1ccccc1F)N1CCC2(CC1)OCCO2	0%	10%	nt	nt	nt	nt	25	877	-6%	-9%
48	O=C(NC(Cc1cnc[nH]1)C(=O)O)c1ccccc1 (stereo not drawn)	2%	-5%	-0.7%	-0.5%	-1%	4%	11	710	0%	16%
49	Cc1cc(OCc2ccc([N+](=O)[O-])cc2)c2c3c(c(=O)oc2c1)CCCC3	-1%	9%	-5.9%	0.9%	-2%	-6%	nt	nt	2%	-61%
